Screening results: PubChem, National Center for Advancing Translational Sciences (NCATS)
BRCA1 expr act = BRCA1 expression activation; MCF7-BRCA1-FFLuc reporter, luminescence, 48 h; response scale: scaled: vehicle 0%, 10 µM genistein 100%; Potency, µM (titrated, usually from 46.1 µM), without a hit: at the top dose activation, hits mostly activators; hit rate 1.1% among 380,000; AID 624202; note: potency is the fitted concentration of half-maximal effect; nearly all actives have a fitted effect of over 80% in size; some results filed as inactive show a strong effect at the top dose
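Quantitative HTS in MCF7 cells stably reporting BRCA1 expression via firefly luciferase. Compound treatment lasts 48 h at 37 °C in phenol-red free MEM. Activation is expressed relative to genistein at 10 microM and DMSO.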
uPA surface inh = inhibitors of cell surface uPA generation. Potency, µM (doses to about 38.3 µM), for the others: at the highest dose activity change, negative = inhibition, hits mostly inhibitors. hit rate 0.31% among 330,000. AID 540303. cell surface uPA generation assay, qHTS; active = well fitted inhibition curve with a large enough effect; inconclusive = small, poorly fitted or top-dose-only effect; inactive = no such curve, though single readings can be large or run the other way; tested in mouse RAW 264.7 cells; note: potency is the fitted concentration of half-maximal effect; % is set by controls: 0 for no effect and ±100 for the full control effect; nearly all actives have a fitted effect of over 55% in size
Eya2 phos inh = inhibitors of human Eya2 phosphatase activity | recombinant Eya2, OMFP fluorescence dephosphorylation (OMFP is methylfluorescein phosphate) | Potency, µM (highest dose often 76.9 µM), for the others: at the highest dose activity, negative = inhibition, hits mostly inhibitors | hit rate 0.006% among 330,000 | O00167 | AID 488837; note: potency is the fitted concentration of half-maximal effect; % is set by controls: 0 for no effect and ±100 for the full control effect
Target sequence (O00167 whole entry, looked up): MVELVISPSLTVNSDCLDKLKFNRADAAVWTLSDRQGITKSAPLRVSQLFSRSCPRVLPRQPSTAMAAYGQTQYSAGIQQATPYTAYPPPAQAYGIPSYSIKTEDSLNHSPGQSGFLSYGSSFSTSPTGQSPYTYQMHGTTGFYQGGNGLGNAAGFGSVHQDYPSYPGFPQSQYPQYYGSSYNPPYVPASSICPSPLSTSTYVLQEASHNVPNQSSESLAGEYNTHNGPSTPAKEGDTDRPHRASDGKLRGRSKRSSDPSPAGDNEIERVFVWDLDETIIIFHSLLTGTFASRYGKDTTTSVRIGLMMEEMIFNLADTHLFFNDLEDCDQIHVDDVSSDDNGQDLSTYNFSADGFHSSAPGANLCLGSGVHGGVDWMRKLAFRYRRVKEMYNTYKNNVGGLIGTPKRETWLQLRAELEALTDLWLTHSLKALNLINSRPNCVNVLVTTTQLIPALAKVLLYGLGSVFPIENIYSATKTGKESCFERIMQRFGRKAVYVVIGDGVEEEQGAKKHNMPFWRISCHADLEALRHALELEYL
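Eya2 (0.2 uM) preincubated 10 min at ambient with compound, then OMFP substrate added at 50 uM; 10 min reaction in 50 mM HEPES pH 7.5, 50 mM NaCl, 5 uM MgCl2, 0.05% BSA, 1 mM DTT. Fluorescence read at Ex 485/Em 525 nm.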
PTAP TSG101 blk = blocks PTAP/TSG101 interaction to inhibit HIV-1 budding; Q99816; Fluorescence polarization, FITC-PTAP peptide / Tsg101 binding; Potency, µM (series often up to 115 µM), without a hit: top-dose activity change, negative = inhibition, actives largely listed as inhibitors; 340,000 tested, under 10 active; AID 493005; active = well fitted inhibition curve with a large enough effect in the main read-out, with a control signal flat, not every such curve was filed as active; inconclusive = small, poorly fitted or top-dose-only effect, or effect the other way, or a change in a side signal; inactive = no such curve, though single readings can be large or run the other way; note: potency is the fitted concentration of half-maximal effect; % of control where 0% means no effect
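Steps: Tsg101 binding domain dispensed (10 uM final), compounds pinned in DMSO, FITC-labeled PTAP-motif peptide added (50 nM final); after 20 min binding at room temperature, polarization measured.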
TRPV1 ag = activates the human vanilloid receptor TRPV1. AID 540275. Q8NER1. TRPV1-expressing cells, Fluo-8 calcium influx, agonist mode. activation, % at 8.33 µM. hit rate 0.19% among 320,000; in the data active = activation above about 80%; inconclusive = between about 30% and that limit; note: 0% is about no effect
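Cells expressing TRPV1 were dye-loaded with Fluo-8 and read kinetically: 10 s baseline, 3 min after compound (agonist portion), then 2 min after EC20 capsaicin (allosteric enhancer portion). Calcium-bound dye fluorescence at 480/520 nm.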
USP2a inh = blocks human ubiquitin-specific protease USP2a; O75604; USP2 core, Ub-CHOP2 coupled fluorogenic reporter, 485/531; Potency, µM (top dose mostly 38.3 µM), for the others: at the top dose activity change, negative = inhibition, hits mostly inhibitors; hit rate 0.01% among 330,000; AID 463254;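 note: potency is the fitted concentration of half-maximal effect; plate controls were DMSO wells for no effect and full inhibition by NEM control for full effect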
Target sequence (O75604 whole entry, looked up): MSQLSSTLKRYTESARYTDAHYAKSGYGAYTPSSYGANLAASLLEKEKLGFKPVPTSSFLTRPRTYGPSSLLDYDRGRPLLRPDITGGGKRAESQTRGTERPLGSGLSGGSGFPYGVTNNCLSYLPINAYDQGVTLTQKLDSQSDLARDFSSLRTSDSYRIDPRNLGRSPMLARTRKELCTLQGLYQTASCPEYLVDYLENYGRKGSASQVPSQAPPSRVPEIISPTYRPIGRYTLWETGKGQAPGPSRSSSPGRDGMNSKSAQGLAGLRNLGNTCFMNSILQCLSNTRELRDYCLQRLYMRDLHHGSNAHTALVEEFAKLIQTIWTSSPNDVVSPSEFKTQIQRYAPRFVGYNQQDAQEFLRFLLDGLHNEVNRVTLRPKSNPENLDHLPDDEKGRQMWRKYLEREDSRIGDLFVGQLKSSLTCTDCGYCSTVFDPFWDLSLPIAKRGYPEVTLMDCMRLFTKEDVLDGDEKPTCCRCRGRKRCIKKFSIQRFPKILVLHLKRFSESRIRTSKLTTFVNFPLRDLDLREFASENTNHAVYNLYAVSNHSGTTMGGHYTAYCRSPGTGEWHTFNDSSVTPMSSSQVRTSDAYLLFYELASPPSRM
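USP2 core (10nM final) preincubated 30min RT with compound in 20mM Tris-HCl pH 8.0, 2mM CaCl2, 2mM beta-mercaptoethanol, 0.05% CHAPS; 25nM Ub-CHOP2 plus 25nM reporter substrate added, fluorescence (Ex485/Em531) read after 60min.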
B2AR arrestin = recruits beta-arrestin to the human beta2-adrenergic receptor; P07550; hit rate 0.02% among 330,000; Potency, µM (series often up to 46.1 µM), for the others: at the top dose activation, actives largely listed as activators; beta-arrestin recruitment to beta2AR, cell-based reporter;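 note: potency is the fitted concentration of half-maximal effect; 0% = DMSO controls and full agonism = EC100 isoproterenol or metaproterenol; nearly all actives have a fitted effect of over 65% in size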
Integrin act MD = activators of alpha7 integrin expression for muscular dystrophy | hit rate 0.064% among 350,000 | Potency, µM (titrated, usually from 38.3 µM), for the others: top-dose activation, usual class: activators | alpha7betagal myoblasts, beta-gal FDG fluorescence, 48 h | AID 624291;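 note: potency is the fitted concentration of half-maximal effect; 100% = response of the positive control SU9516; nearly all actives have a fitted effect of over 60% in size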
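alpha7betagal+/- myoblasts (passage 13, 250/well) treated 48 h at 37C with compounds at 1:260 dilution of DMSO stock. Lysed, then beta-galactosidase activity read as FDG fluorescence (ex 480/em 540) after 30 min, with pre-read for autofluorescence.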
S-ASM inh = blocks human secretory acid sphingomyelinase; P17405; placental ASM, HMU-PC fluorogenic substrate, 60 min; Potency, µM (doses to about 57.5 µM), inactives show top-dose activity change, negative = inhibition, usual class: inhibitors; hit rate 0.006% among 340,000; AID 504937; note: potency is the fitted concentration of half-maximal effect
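Fluorogenic HMU-PC substrate (9 uM final) is turned over by placental ASM in 60 min at 37 C after a 10 min compound preincubation. Reaction ended by alkaline stop (pH 10), with fluorescence read at 386/447 nm.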
ELG1 genotoxic = induces genotoxicity in HEK293T cells with luciferase-tagged ELG1; hit rate 1.3% among 330,000; HEK293T ELG1-luciferase reporter, luminescence, 16 h; Potency, µM (top dose mostly 46 µM), inactives show top-dose activity change, positive = activation, actives largely listed as activators; AID 504466; note: potency is the fitted concentration of half-maximal effect; % of control where 0% means no effect; nearly all actives have a fitted effect of over 60% in size
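After overnight (16 hr) compound treatment at 37 °C, ELG1-luciferase HEK293T cells were lysed with ONE-Glo; luminescence quantified 30 min later at room temperature.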
p53 reactivation = mutant p53 re-activation in reporter cells; hit rate 0.063% among 320,000; H1299 p53-A138V BP100-luciferase reporter, luminescence, 24 h; Potency, µM (titrated, usually from 92.2 µM), inactives show at the highest dose activity change, positive = activation, most hits filed as activators; note: potency is the fitted concentration of half-maximal effect; % of control where 0% means no effect; nearly all actives have a fitted effect of over 45% in size
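p53-null H1299 cells stably carrying temperature-sensitive p53-A138V and a BP100-luciferase reporter were pinned with compounds (4-point, 1:5 series) and held 24 hrs at 37 deg C. Luminescence was read 10 min after detection reagent.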
* marks the source's active call; other numbers are inactive results; ? = inconclusive; / = no result given; [ ] = another dose, or the depositor's remark. Unless noted, calls come from the whole dose curve; as a rule, active = well fitted curve in the direction sought with a large enough effect; inconclusive = small, poorly fitted or top-dose-only effect, or another doubt; inactive = no such curve, though single readings can be large; an effect the other way counts as inactive or inconclusive.

SMILES	BRCA1 expr act	uPA surface inh	Eya2 phos inh	PTAP TSG101 blk	TRPV1 ag	USP2a inh	B2AR arrestin	Integrin act MD	S-ASM inh	ELG1 genotoxic	p53 reactivation
CCCn1c(C)cc(/C=C(\C#N)C(=O)OCC(=O)Nc2ccc(OC)c(Cl)c2)c1C	-11%	1%	-7%	5%	16	-1%	0.4%	-56%[inhibitor]	31%	2%	23%
COc1ccc(NC(=O)C(=O)c2cn(CC(=O)N3CCOCC3)c3ccccc23)cc1OC	5%	-1%	11%	-6%	0	3%	0.2%	-11%	-2%	-1%	-3%
O=C(NCc1ccccn1)c1ccc(NC(=O)c2ccco2)cc1	2%	5%	8%	-4%	-1	1%	0.0%	18%	8%	10%	10%
CC1CCCCC1NC(=O)NC(=O)CCl (stereo unspecified)	-18%	-19%	-1%	-2%	-2	0%	-0.4%	-23%	3%	-9%	-26%
Cc1cc(NC(=O)Cc2ccccc2)c2ccccc2n1	-8%	?	4%	-6%	22	7%	-0.1%	?	-1%	0%	-4%
Cc1ccccc1OCC1Cn2c(nc3c2c(=O)[nH]c(=O)n3C)O1 (stereo unspecified)	-28%	-3%	?	-5%	/	-1%	-0.4%	5%	0%	8%	-3%
COC(=O)c1cc(C(=O)OC)n(Cc2ccc(Cl)cc2Cl)n1	-7%	/	1%	-9%	-3	0%	0.0%	6%	-2%	-4%	-13%
O=C(CCl)N(Cc1cccc([N+](=O)[O-])c1)c1cccc(Cl)c1	-81%	-16%	-7%	-4%	5	0%	-0.4%	-66%[inhibitor]	1%	-23%	-11%
COc1ccccc1CNc1ncnc2c1cnn2-c1ccccc1	0%	?	-1%	-4%	4	-4%	-0.4%	-7%	0%	12%	-2%
Cc1sc2ncnc(N3CCN(S(=O)(=O)c4ccc(C(C)(C)C)cc4)CC3)c2c1C	-37%	?	-8%	-3%	/	-2%	-0.1%	5%	-9%	4%	9%
O/N=C(/CCc1ccccc1)C1(O)CCCCC1	-1%	3%	11%	-1%	-7	-2%	0.0%	-8%	-1%	3%	4%
CCn1c(SCC(=O)NCc2ccco2)nnc1-c1ccncc1	/	/	0%	/	-2	-1%	0.0%	/	/	-5%	2%
Cc1nc2ccc(NC(=O)c3cc([N+](=O)[O-])cc([N+](=O)[O-])c3Cl)cc2s1	29%	-2%	-1%	-4%	-2	0%	0.0%	-37%[inhibitor]	-1%	?	?
CCC(Sc1ccccn1)C(=O)Nc1nnc(C)s1 (stereo unspecified)	-21%	-8%	-1%	-11%	0	1%	0.0%	33%	-1%	0%	-1%
COC(=O)c1cccc(Nc2ncnc3sccc23)c1	16%	3%	-7%	-3%	18	0%	0.0%	-42%	5%	-6%	0%
CCOC(=O)C1=C(N)c2ccccc2CC1C1CCCC1 (stereo unspecified)	-19%	17%	-8%	-3%	?	1%	-0.4%	0%	-7%	-3%	1%
CC(=O)N1CC(C)Sc2ccc(S(=O)(=O)NCc3ccc(F)cc3)cc21 (stereo unspecified)	-5%	-17%	-8%	2%	1	0%	0.1%	-45%[inhibitor]	0%	-8%	3%
CCCOc1ccc(NC(=O)C2CC(=O)N(C(C)C)C2)cc1 (stereo unspecified)	14%	0%	-5%	-14%	0	-4%	-0.5%	3%	-2%	-1%	12%
CC1(C)Cc2nc(-c3ccccc3)nc(SCC(O)CO)c2CO1 (stereo unspecified)	1%	15%	2%	-8%	?	-2%	-0.6%	3%	4%	-1%	-3%
CCCCN(C(=O)C1=NN(c2ccccc2)C(=O)CC1)c1c(N)n(CC(C)C)c(=O)[nH]c1=O	-19%	13%	10%	-1%	0	1%	-0.3%	-11%	17%	0%	5%
CCOc1ccccc1NC(=O)C1C2C=CC(C2)C1C(=O)O (stereo unspecified)	7%	/	4%	-2%	-3	-1%	-0.4%	12%	4%	1%	4%
CC(=O)c1cc(C#N)c(N2CCCCC2)nc1C	-23%	-3%	3%	-11%	-5	-4%	-0.1%	?	1%	0%	0%
CN(C(=O)c1ccccc1C(=O)c1ccccc1)C1CCS(=O)(=O)C1 (stereo unspecified)	0%	3%	14%	-3%	-1	-4%	0.4%	11%	1%	-5%	7%
Cc1ccc(NC(=O)NC2CCCCCCC2)cc1	?	-10%	2%	1%	?	1%	-0.8%	1%	0%	?	25%

Three compounds out of the list, sorted by length of the SMILES, falling.
SMILES	BRCA1 expr act	uPA surface inh	Eya2 phos inh	PTAP TSG101 blk	TRPV1 ag	USP2a inh	B2AR arrestin	Integrin act MD	S-ASM inh	ELG1 genotoxic	p53 reactivation
CCOC(=O)C1=C(N)c2ccccc2CC1C1CCCC1 (stereo unspecified)	-19%	17%	-8%	-3%	?	1%	-0.4%	0%	-7%	-3%	1%
COC(=O)c1cccc(Nc2ncnc3sccc23)c1	16%	3%	-7%	-3%	18	0%	0.0%	-42%	5%	-6%	0%
Cc1ccc(NC(=O)NC2CCCCCCC2)cc1	?	-10%	2%	1%	?	1%	-0.8%	1%	0%	?	25%

Continuation:
SMILES	BRCA1 expr act	uPA surface inh	Eya2 phos inh	PTAP TSG101 blk	TRPV1 ag	USP2a inh	B2AR arrestin	Integrin act MD	S-ASM inh	ELG1 genotoxic	p53 reactivation
Cc1cccc2cc(CN(Cc3ccco3)C(=O)N3CCCC3)c(=O)[nH]c12	/	/	1%	/	0	3%	-0.9%	/	/	1%	-1%
O=C(Nc1ccc(C(=O)NC2CCCCC2)cc1)c1cccnc1	20%	6%	3%	0%	2	3%	-0.9%	-18%	0%	5%	0%
CC(C)Oc1ccc(S(=O)(=O)N2CCOCC2)cc1NC(=O)CC1CCCC1	-9%	15%	-15%	-6%	26	-1%	-0.4%	-36%	-1%	1%	0%
COC(=O)Cn1cnc2c(cnn2-c2ccc(C)cc2)c1=O	14%	7%	-8%	-4%	17	0%	-0.8%	0%	2%	4%	11%
CSc1nnc2n(C)c3c(c(=O)n12)C1(CCCC1)Cc1ccccc1-3	-29%	-1%	-23%	-11%	19	0%	-0.6%	37%[7.66 µM]	144%[activator]	-9%	-2%
O=C(CN1CCCCC1)Nc1cc(Cl)ccc1Cl	21%	-9%	-31%	2%	14	1%	-0.2%	14%	-3%	?	?
CC1CN(C(=O)CCC(=O)NCCCc2ccccc2)c2ccccc2O1 (stereo unspecified)	-1%	-9%	?	-1%	1	4%	-0.6%	-1%	1%	4%	1%
COc1ccc(OC)c(NC(=O)CCn2cccc2)c1	-2%	2%	3%	-2%	-1	-3%	-0.1%	-5%	3%	3%	3%
CN(Cc1ccccc1)C(=S)Nc1ccc(OC(F)F)cc1	-1%	1%	-4%	-2%	17	-1%	1.4%	-9%	-1%	2%	6%
COc1ccc(OC(=O)CN2C(=O)C3C4CCC(C4)C3C2=O)cc1 (stereo unspecified)	-1%	-9%	-8%	-1%	-2	6%	-0.5%	-5%	2%	0%	14%
CCOC(=O)C1=C(C)N[C@@]2(O)c3ccccc3C(=O)[C@@]12O	-3%	-2%	-10%	-9%	-7	1%	-1.0%	-22%	2%	0%	4%
Cc1cccn2c(=O)c(/C=N/O)c(N3CCCCC3)nc12	-20%	0%	6%	-2%	2	0%	-1.0%	-17%	-2%	1%	-2%
CCOc1ccccc1NC(=O)COn1nnc2ccccc21	2%	-8%	-3%	-9%	-1	1%	0.3%	-12%	0%	11%	7%
CCCCCCC(=O)Nc1nc(C)c(-c2csc(Nc3cc(Cl)ccc3OC)n2)s1	-30%	-4%	4%	-9%	5	-2%	0.1%	29%	3%	-4%	-3%
CCOC(=O)CNC(=O)c1sc(NC(=O)/C=C/c2ccccc2)nc1C	24%	-9%	2%	-1%	0	4%	-0.4%	-25%	19%	?	4%
CCOC(=O)Cc1nc2ccccc2o1	/	/	-1%	/	8	3%	0.2%	/	/	18%	4%
COc1ccc(-n2nnnc2SCC(=O)N2CCCC2)cc1OC	13%	-4%	-10%	-4%	0	0%	2.9%	3%	0%	2%	-11%
Cc1ccccc1NC(=O)CSc1nc2ccccc2c(=O)n1C	-43%	-6%	2%	-1%	-1	3%	0.3%	-50%	0%	5%	-53%[inhibitor]
CCc1ccc(CN(C)C(=O)c2cc(COc3ccc(OC)cc3Cl)on2)nc1	8.9µM*	-4%	-2%	-1%	5	2%	-0.7%	-14%	-3%	?	13%
CCN1CCCC1CN(Cc1cc2cc(OC)ccc2[nH]c1=O)C(=O)NCc1ccccc1 (stereo unspecified)	-5%	1%	7%	-2%	-3	0%	-0.5%	-2%	32%	-1%	0%
CN(CC(=O)Nc1ccc(Cl)cc1)C(=O)CCNC(=O)c1ccc(Cl)cc1	-12%	-16%	26%	-4%	-2	-3%	0.3%	7%	-8%	1%	3%

This is a random part of the collection; 2.6% or so of the library scored in one or more.
